a7 integrin act = integrin-mediated muscular dystrophy alleviation activation | alpha7betagal myoblasts, beta-gal FDG fluorescence, 48 h | Potency, µM (top dose mostly 38.3 µM), inactives show at the top dose activation, usual class: activators | hit rate 0.064% among 350,000;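 further: potency means the concentration at half of the fitted maximal effect; 100% = response of the positive control SU9516; nearly all actives have a fitted effect of over 60% in size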
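alpha7betagal+/- myoblasts (passage 13, 250/well) treated 48 h at 37C with compounds at 1:260 dilution of DMSO stock. Lysed, then beta-galactosidase activity read as FDG fluorescence (ex 480/em 540) after 30 min, with pre-read for autofluorescence.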
p53 reactivation = re-activators of mutant p53; hit rate 0.063% among 320,000; H1299 p53-A138V BP100-luciferase reporter, luminescence, 24 h; Potency, µM (doses to about 92.2 µM), inactives show at the top dose activity change, positive = activation, hits mostly activators; further: potency means the concentration at half of the fitted maximal effect; % of control where 0% means no effect; nearly all actives have a fitted effect of over 45% in size
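p53-null H1299 cells stably carrying temperature-sensitive p53-A138V and a BP100-luciferase reporter were pinned with compounds (4-point, 1:5 series) and held 24 hrs at 37 deg C. Luminescence was read 10 min after detection reagent.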
B2AR arrestin = recruits beta-arrestin to the human beta2-adrenergic receptor; P07550; beta-arrestin recruitment to beta2AR, cell-based reporter; Potency, µM (series often up to 46.1 µM), inactives show at the top dose activation, usual class: activators; hit rate 0.02% among 330,000; AID 492947;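 further: potency means the concentration at half of the fitted maximal effect; 0% = DMSO controls and full agonism = EC100 isoproterenol or metaproterenol; nearly all actives have a fitted effect of over 65% in size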
TCR act = activators of T cell receptors. Potency, µM (series often up to 9.22 µM), for inactives: at the highest dose activation of IL-2 secretion, most hits filed as activators. primary human leukocytes, anti-CD3, IL-2 HTRF, 48 h. 330,000 tested, under 10 active; further: % of control where 0% means no effect
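Primary human leukocytes incubated 48 hr with anti-CD3 beads plus compound, without co-stimulation. Secreted IL-2 measured by HTRF (europium cryptate/d2 anti-IL-2 pair, 320 nm excitation, 665 nm emission).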
TRPV1 agonist = activates the human vanilloid receptor TRPV1 | Q8NER1 | AID 540275 | TRPV1-expressing cells, Fluo-8 calcium influx, agonist mode | hit rate 0.19% among 320,000 | activation, % at 8.33 µM; in the data active means activation above about 80%; inconclusive means between about 30% and that limit; further: 0% is about no effect
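Cells expressing TRPV1 were dye-loaded with Fluo-8 and read kinetically: 10 s baseline, 3 min after compound (agonist portion), then 2 min after EC20 capsaicin (allosteric enhancer portion). Calcium-bound dye fluorescence at 480/520 nm.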
MLL CXXC-DNA inh = MLL CXXC-DNA interaction inhibition. MLL-CXXC / FITC-HOXA9 DNA fluorescence polarization. Potency, µM (top dose mostly 115 µM), for inactives: top-dose activity change, negative = inhibition, usual class: inhibitors. hit rate 0.037% among 290,000. AID 2662; active means well fitted inhibition curve with a large enough effect in the polarisation, with a control signal flat, not every such curve was filed as active; inconclusive means small, poorly fitted or top-dose-only effect, or effect the other way, or a change in a side signal; inactive means no such curve, though single readings can be large or run the other way; the % refers to the polarisation; further: potency means the concentration at half of the fitted maximal effect
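Steps: dispense CXXC domain solution (7 uM) → pin compounds or unlabeled HOX-A9 DNA control → 5 min ambient → add FLSN-HOX-A9 solution (50 nM) → spin → 30 min ambient → fluorescence polarization. Tris pH 7.5/NaCl/DTT/BSA buffer.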
TSG101-PTAP inh = blocks PTAP/TSG101 interaction to inhibit HIV-1 budding; 340,000 tested, under 10 active; AID 493005; Fluorescence polarization, FITC-PTAP peptide / Tsg101 binding; Q99816; Potency, µM (doses to about 115 µM), for inactives: at the top dose activity change, negative = inhibition, actives largely listed as inhibitors; active means well fitted inhibition curve with a large enough effect in the main read-out, with a control signal flat, not every such curve was filed as active; inconclusive means small, poorly fitted or top-dose-only effect, or effect the other way, or a change in a side signal; inactive means no such curve, though single readings can be large or run the other way; further: potency means the concentration at half of the fitted maximal effect; % of control where 0% means no effect
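Tsg101 binding domain (10 uM final) was mixed with compound and a FITC-labeled PTAP peptide (50 nM final) in HEPES pH 7.5 buffer with NaCl, Tween 20, EDTA and TCEP; fluorescence polarization was read after 20 min at r.t.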
A-T KAP1 phos = candidate therapy for ataxia-telangiectasia; […] A-T fibroblasts, KAP-1 phosphorylation AlphaLISA; neocarzinostatin DNA damage 30 min before lysis; Potency, µM (highest dose often 57.5 µM), without a hit: top-dose activation, hits mostly activators; hit rate 0.19% among 320,000; further: potency means the concentration at half of the fitted maximal effect; % of control where 0% means no effect; nearly all actives have a fitted effect of over 45% in size
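ATM-like activity read as KAP-1 phosphorylation via AlphaLISA donor/acceptor antibody pairs after lysis and 6 hr at 25C. Cells were ATM-null patient fibroblasts ([…], hTERT), dosed 60 min, then exposed to the DSB inducer NCS for 30 min.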
ELG1 repair inh = inhibitors of ELG1-dependent DNA repair in HEK293T cells; HEK293T ELG1-luciferase reporter, luminescence, 16 h; DNA damage induced by 5-fluorouridine; AID 504467; Potency, µM (doses to about 46.1 µM), for the others: top-dose activity change, negative = inhibition, most hits filed as inhibitors; hit rate 2.3% among 330,000; further: potency means the concentration at half of the fitted maximal effect; on the % scale 0 is the no-effect control and ±100 the full control effect; nearly all actives have a fitted effect of over 55% in size
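Step one: seed 2,000 cells per well. Step two: pin-transfer compound or DMSO alongside 5-fluorouridine. Step three: incubate 16 hr, 37 °C, 5% CO2. Step four: add ONE-Glo, wait 30 min, read luminescence.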
BRCA1 expr act = BRCA1 expression activation. Potency, µM (highest dose often 46.1 µM), inactives show at the highest dose activation, most hits filed as activators. hit rate 1.1% among 380,000. MCF7-BRCA1-FFLuc reporter, luminescence, 48 h; response scale: scaled: vehicle 0%, 10 µM genistein 100%. AID 624202; further: potency means the concentration at half of the fitted maximal effect; nearly all actives have a fitted effect of over 80% in size; some results filed as inactive show a strong effect at the top dose
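Quantitative HTS in MCF7 cells stably reporting BRCA1 expression via firefly luciferase. Compound treatment lasts 48 h at 37 °C in phenol-red free MEM. Activation is expressed relative to genistein at 10 microM and DMSO.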
An asterisk follows results filed as active; ? = inconclusive; nt = no result given; [ ] = dose if it differs, or a comment. Unless noted, the call rests on the fitted dose curve; in most records, active means well fitted curve in the direction sought with a large enough effect; inconclusive means small, poorly fitted or top-dose-only effect, or another doubt; inactive means no such curve, though single readings can be large; an effect the other way counts as inactive or inconclusive.

SMILES	a7 integrin act	p53 reactivation	B2AR arrestin	TCR act	TRPV1 agonist	MLL CXXC-DNA inh	TSG101-PTAP inh	A-T KAP1 phos	ELG1 repair inh	BRCA1 expr act
CNC(=S)N(Cc1cc2cc(OC)c(OC)cc2[nH]c1=O)C1CCCC1	4%	-2%	0.1%	-1%	1	-4%	-3%	-5%	-5%	2%
O=C(COC(=O)Cc1ccsc1)Nc1cccc(Cl)c1	-7%	1%	-0.1%	8%	22	nt	-3%	3%	21%	-2%
CCOC(=O)c1oc2cccc(OC(C)=O)c2c1C	0%	?	4.6%	-3%	18	-17%	0%	nt	?	67%
O=C(O)CC1(c2ccccc2)C(=O)c2ccccc2C1=O	?	20%	0.3%	-7%	4	60%[activator]	-4%	23%	?	11%
COc1ccc(CNCC(=O)Nc2sccc2C#N)cc1	7%	10%	0.0%	4%	0	-23%	2%	2%	23%	15%
CCCC(=O)NC(Nc1cc(C(F)(F)F)ccc1Cl)C(Cl)(Cl)Cl (stereo not given)	-11%	8%	0.4%	-6%	-1	-1%	-8%	3%	-12%	-44%
Cc1oc2cc([N+](=O)[O-])c(O)c([N+](=O)[O-])c2c1C(=O)c1ccc(Cl)cc1	-15%	4%	-0.2%	-8%	nt	-16%	-6%	-9%	?	-46%
NNC(=O)Cn1nnc(-c2ccc(C(F)(F)F)cc2)n1	13%	7%	-1.3%	0%	-1	8%	-2%	-7%	17%	34%
CC(C)CC(=O)Nc1c2c(nn1-c1ccc(F)cc1)CSC2	0%	-7%	-0.8%	-5%	-4	16%	-5%	-5%	0%	-14%
COc1ccc(C(=O)O)cc1S(=O)(=O)NC1CCN(Cc2ccccc2)CC1	0%	-12%	2.5%	1%[46.1 µM]	nt	nt	0%	10%	18%	3%
Cn1c(N)c(C(=O)NCc2ccccc2Cl)sc1=S	-17%	-4%	-0.3%	2%	2	6%	0%	-1%	0%	-12%
O=C(Nc1nc(-c2ccc(F)cc2)cs1)C1CCN(C(=O)c2ccc(F)cc2)CC1	-47%[inhibitor]	-9%	0.0%	-1%	13	nt	-1%	26%	18µM*	-84%
Cc1ccccc1C(=O)N1CCN(c2ccc(NC(=O)CSc3ccc(Cl)cc3)cc2)CC1	-29%	12%	0.3%	-4%	-4	1%	-5%	2%	?	-68%
Cn1c2ccccc2c2nnc(N/N=C/c3ccc(O)cc3)nc21	-28%	nt	nt	6%	nt	nt	-4%	nt	nt	2%
CC(C)N(C(=O)[C@H]1CC(CC(=O)NCc2ccco2)C(=O)N2CCc3c([nH]c4ccccc34)[C@]12C)C(C)C (stereo not given in full)	-4%	-1%	5.7%	-30%	nt	nt	0%	0%	-1%	-27%
COCC(C)N=Cc1c(O)[nH]c2ccccc12 (stereo not given)	?	2%	-0.3%	10%	-10	6%	1%	-8%	10%	-23%
COc1ccc(NC(=O)C2CCN(C(=O)Nc3ccc(C)cc3)CC2)cc1OC	0%	2%	-0.5%	13%	?	11%	1%	0%	12%	-3%
C=CCC[C@H](Cc1ccc(F)cc1)C(=O)OC[C@@H](C)NC(=O)[C@H](CC=C)CC(=O)NCCO	6%	1%	0.0%	-3%	nt	nt	-7%	6%	18%	-4%
Cc1cc(NC(=O)CSC2=Nc3ccccc3C3=NC(Cc4ccccc4)C(=O)N23)n[nH]1 (stereo not given)	-1%	6%	-0.2%	-5%	2	4%	-8%	1%	-10%	-38%
CCOc1ccc2c(c1)c(=O)c(S(=O)(=O)c1ccc(C)cc1)cn2CC	?	-10%	-0.6%	-13%	18	25%	1%	14%	0%	33%
COc1ccc(C(=O)NCc2ccccc2CN2CCCC2)cc1S(=O)(=O)Nc1ccc(C)cc1	-10%	nt	-0.5%	-4%	-1	nt	0%	nt	-20%	-12%
CCOC(=O)CC(NC(=O)c1cccc2c1C(=O)N(Cc1cccnc1)C2)c1ccc(OC(C)C)cc1 (stereo not given)	5%	-6%	0.2%	0%	16	-3%	-1%	1%	?	0%
O=C(NCCc1ccccc1)/C(=C\c1ccc([N+](=O)[O-])cc1)NC(=O)c1ccccc1	7%	-9%	-0.1%	5%	1	-9%	1%	0%	17%	-20%
CCCOC(=O)C1[C@H]2C(=O)N(Cc3ccco3)C[C@]23C=C[C@H]1O3 (stereo not given in full)	15%	-4%	0.1%	3%	-4	-5%	-2%	2%	-6%	0%
COc1cc2c(cc1OC)CN(C(=O)CN1C(=O)c3ccc([N+](=O)[O-])cc3C1=O)CC2	0%	6%	?	7%	-2	nt	0%	0%	-3%	2%

Structures above containing a CF3 group:
SMILES	a7 integrin act	p53 reactivation	B2AR arrestin	TCR act	TRPV1 agonist	MLL CXXC-DNA inh	TSG101-PTAP inh	A-T KAP1 phos	ELG1 repair inh	BRCA1 expr act
CCCC(=O)NC(Nc1cc(C(F)(F)F)ccc1Cl)C(Cl)(Cl)Cl (stereo not given)	-11%	8%	0.4%	-6%	-1	-1%	-8%	3%	-12%	-44%
NNC(=O)Cn1nnc(-c2ccc(C(F)(F)F)cc2)n1	13%	7%	-1.3%	0%	-1	8%	-2%	-7%	17%	34%

Later entries
SMILES	a7 integrin act	p53 reactivation	B2AR arrestin	TCR act	TRPV1 agonist	MLL CXXC-DNA inh	TSG101-PTAP inh	A-T KAP1 phos	ELG1 repair inh	BRCA1 expr act
Cc1cc(NC(=O)C(C)C)ncc1NC(=O)Cc1ccccc1	-33%	5%	-0.3%	1%	-2	-13%	-7%	-2%	15%	-1%
Clc1ccc(Oc2cnns2)cc1Cl	10%	0%	0.1%	0%	2	1%	-4%	nt	8%	-47%
CC(C)(C)OC(=O)N1CCN(c2ccc(CNC(=O)c3ccc(Cl)cc3)cc2)CC1	-6%	-2%	-0.3%	-2%	8	9%	0%	8%	?	-1%[1.84 µM]
Cc1cccc2c3nc4ccccc4nc3n(C)c12	-7%	10%	-0.6%	8%	8	8%	?	15%	15%	21%
O=S(=O)(/N=C(/Nc1ccccc1)c1ccccc1)c1cccs1	-2%	-3%	-0.3%	1%[46.1 µM]	-1	2%	-4%	-4%	4%	-9%
COc1cccc(CNS(=O)(=O)c2ccc(S(=O)(=O)NC3CC3)cc2)c1	27%	2%	-0.3%	2%	5	4%	1%	-3%	1%	-16%
COc1ccc(C2=NN3C(C2)c2ccccc2OC32C(=O)N(C)c3ccccc32)cc1 (stereo not given)	-16%	?	-0.1%	-9%	-1	24%	-2%	0%	?	-5%
Cc1ccc(C)c(Nc2nn3c(=O)c4ccc(C(=O)NCc5cccnc5)cc4nc3s2)c1	22%	-1%	0.4%	-3%	-2	9%	2%	26%	7%	-25%
CC1CCCC(C)N1C(=O)CSc1nc2ccccc2s1 (stereo not given)	0%	23%	0.3%	8%	?	-5%	-1%	4%	?	0%[1.84 µM]
O=C(COC(=O)C1CC(=O)N(Cc2ccccc2)C1)Nc1ccc(Cl)cc1F (stereo not given)	-9%	-2%	0.1%	-5%	4	-4%	-5%	-6%	-13%	2%
O=C(CN1CCN(c2cccc(Cl)c2)CC1)NCc1ccccc1	19%	5%	-0.2%	-1%	21	2%	-1%	1%	-13%	6%
COc1cccc(NC(=O)CN2CCN(CC(=O)Nc3ccc(F)cc3)CC2)c1	-51%[inhibitor]	3%	-0.4%	6%	-4	-6%	0%	-7%	?	2%
COc1ccc(C)cc1S(=O)(=O)NCC(c1cccnc1)N1CCc2ccccc2C1 (stereo not given)	?	-2%	-0.9%	5%	?	3%	-2%	-6%	?	-26%
C=C(C)C1CC=C(C)/C(=N/NC(=O)COc2ccc(Cl)cc2)C1 (stereo not given)	1%	-2%	-0.1%	1%[46.1 µM]	-1	4%	0%	17%	5%	-14%
CCc1cccc(CC)c1NC(=O)CSc1nnc(C2CC2)n1N	-10%	-6%	0.1%	1%	-1	nt	0%	3%	11%	8%
COc1ccc(Cl)cc1-c1nc(N)nc(NC2CCCCC2)n1	1%	0%	-0.4%	-1%[46.1 µM]	-5	8%	-1%	5%	-5%	-11%
CCOC(=O)c1cc(CC)sc1NC(=O)c1ccc([N+](=O)[O-])c(N2CCOCC2)c1	-4%	-3%	-1.8%	-8%[46.1 µM]	-4	-9%	1%	-3%	19%	-14%
CCCCn1c(O)c(/C=C2\C=NN=C2c2ccccc2)sc1=S	-64%[inhibitor]	8%	0.2%	0%[46.1 µM]	8	-4%	-1%	?	14%	-62%
O=C(N1CCOCC1)C(F)(F)C(F)(F)C(F)(F)C(F)(F)C(=O)N1CCOCC1	-3%	5%	-0.3%	3%	2	3%	-1%	3%	8%	11%
Nn1cnc2sc3c(c2c1=O)CCC3	2%	-3%	2.7%	2%	0	-5%	-3%	-3%	8%	-2%
CCOC(=O)N1CCN(C(=O)c2c[nH]c3ccc(S(=O)(=O)N(C)c4ccccc4C)cc3c2=O)CC1	33%	-4%	0.2%	-2%	-2	-2%	-3%	-6%	-3%	-11%

Bioassay records: PubChem BioAssay, National Center for Advancing Translational Sciences (NCATS)
